Screening data from PubChem BioAssay.
HT1080 viability – HT1080 cell viability loss – fluorescence readout (AID 620). HT1080 viability, fluorescence; higher % means a stronger effect. actives 0.42% (n = 87,000). cytotoxicity, % at 10 µM, or EC50 in µM where a hit was titrated;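 note: cells exposed to compound overnight then 4 h with Alamar Blue; 0% = vehicle DMSO and 100% = killing control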
Spn MK inh – S. pneumoniae mevalonate kinase inhibition; purified MK, PK/LDH-coupled NADH absorbance 340 nm; inhibition, % at 10 µM; actives 0.48% (n = 65,000); AID 555;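 active = ranked among the strongest by inhibition in the single 10 µM screen, a fixed top-ranked set picked for dose follow-up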; note: no value below 0 was filed
KRASV12 cytotoxicity – viability loss of HPDE-C7K cells – cell-based, fluorescence, HTS, primary screen (AID 431). one-dose cytotoxicity, % at 10 µM; EC50 in µM for titrated hits. HPDE-C7K KRASV12 cells, Alamar Blue viability, 48 h; higher % means a stronger effect. actives 1.7% (n = 63,000);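 active = compounds whose percent cytotoxicity in the single-dose primary screen, scaled between solvent and toxic-drug controls, exceeds 50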;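 note: 0% = DMSO solvent wells and 100% = doxorubicin-treated wells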
Spn PMK inh – S. pneumoniae PMK inhibition. actives 0.49% (n = 65,000). purified PMK, PK/LDH-coupled NADH absorbance 340 nm. inhibition, % at 10 µM;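 active = top-ranked compounds by inhibition in the single 10 µM screen, taking a fixed number of the strongest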;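 note: 0% = full reaction with DMSO carrier and 100% = background rate without enzyme reaction; no value below 0 was filed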
Bfl-1 displacement – Bfl-1 inhibitors, primary screen, biochemical, fluorescence polarization, FITC-Bid, mouse (AID 432) | FITC-Bid BH3 peptide fluorescence polarization displacement; higher % means a stronger effect | displacement, % at 20 µM, or IC50 in µM where a hit was titrated | actives 0.02% (n = 64,000); in the data active = a potency from the dose series; inactive = the rest, 99 in 100 with displacement below about 15%; note: strong numbers were not always called active
HPDE-C7 viability – cytotoxicity in HPDE-C7 cells, cell-based, fluorescence, HTS (AID 430). HPDE-C7 pancreatic duct cells viability, fluorescence; higher % means a stronger effect. one-dose cytotoxicity, % at 10 µM; EC50 in µM for titrated hits. actives 1.8% (n = 63,000);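 note: cells exposed to compound for 48 hours before viability readout; 0% = vehicle and 100% = reference cytotoxic drug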
DPM-DC inhibit – S. pneumoniae DPM-DC inhibition. calls only at 10 µM. actives 0.49% (n = 65,000). AID 556. purified DPM-DC, PK/LDH coupled NADH fluorescence;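 active = the 320 compounds with the highest percent inhibition in the single-dose primary screen, excluding strongly autofluorescent ones, cut at about 32% in these data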;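 note: kinetic rate of NADH fluorescence loss reporting ADP formed by the decarboxylase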
Alkaline phosphatase – human TNAP enzyme inhibitors, biochemical, luminescent (AID 518); purified TNAP enzyme, luminescent substrate readout; higher % means a stronger effect; one-dose inhibition, % at 20 µM; IC50 in µM for titrated hits; actives 0.09% (n = 64,000); in the data active = a potency from the dose series; inactive = the rest, 99 in 100 with inhibition below about 22%;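 note: plate controls were vehicle for no effect and reference inhibitor for full effect; many of its hits are not listed in these tables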
LYP phosphatase – inhibition of human PTPN22 tyrosine phosphatase – biochemical, DiFMUP fluorescence, recombinant catalytic domain, 10 µM, primary screen (AID 606). inhibition, % at 10 µM, or IC50 in µM where a hit was titrated. recombinant LYP catalytic domain, DiFMUP fluorescence; higher % means a stronger effect. 52,000 tested, under 10 active;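 active = IC50 under 40 µM in the dose-response test; inactive = IC50 of 40 µM or more, or never dose-tested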
Spn PMK inh pilot replicates – second read-out of Spn PMK inh, no call of its own (marks repeat the call); inhibition, %; measured here: pilot screen replicates
Spn MK inh pilot replicates – second read-out of Spn MK inh, no call of its own (marks repeat the call); inhibition, %; measured here: pilot screen replicates
DPM-DC inhibit pilot screen % – second read-out of DPM-DC inhibit, no call of its own (marks repeat the call); inhibition, %; measured here: pilot screen trials
Active calls of the source: *; i = inactive; · = no result given. Cut-off read from the data, not from the text of the source, unless noted: active = cytotoxicity above about 50%; inactive = the rest.

SMILES | HT1080 viability | Spn MK inh | KRASV12 cytotoxicity | Spn PMK inh | Bfl-1 displacement | HPDE-C7 viability | DPM-DC inhibit | Alkaline phosphatase | LYP phosphatase | others
c1ccc(-c2noc(CSc3nc4ccccc4o3)n2)cc1 | -12% | 10 | -5% | 12 | 1% | -8% | i | -2% | ·
Cc1ccc(Oc2ccc(N)cc2)cc1 | -7% | 0 | 27% | 13 | -4% | 21% | i | 17% | -15%
CCOC(=O)N1CCC(NC(=O)c2cccc3c2C(=O)N(c2ccc(OC)cc2)C3)CC1 | -1% | 16 | 9% | 10 | 5% | -8% | i | 13% | -8%
c1ccn2cc(CSC3=NCCS3)nc2c1 | -12% | 0 | -6% | 8 | -4% | 1% | i | 5% | 0%
CCC(=O)N1CCc2cc(S(=O)(=O)CCC(=O)Nc3cccc(F)c3)ccc21 | -2% | 0 | -2% | 13 | -12% | -6% | i | -2% | 5%
COc1cc(-c2nc(-c3cccc(C)c3)no2)cc(OC)c1OC | -8% | 3 | 14% | 6 | 0% | -2% | i | 6% | -7%
COc1ccc(C(CNC(=O)C2CC(=O)N(Cc3ccc(C)cc3)C2)N(C)C)cc1 (stereo unspecified) | 3% | 3 | -3% | 0 | -2% | -24% | i | 6% | ·
CCOC(=O)C1CCCN(c2nc3ccccc3nc2C(C#N)C(=O)OCCOC)C1 (stereo unspecified) | 5% | 9 | 53%* | 0 | -7% | 38% | i | 9% | 5%
O=S1(=O)CCN=C2SC3=C(CCCC3)N21 | -24% | 3 | 8% | 6 | -2% | 1% | i | 11% | -2%
O=C(Cn1ncn2c(cc3ccccc32)c1=O)NCCC1=CCCCC1 | -1% | 1 | -7% | 10 | -20% | -8% | i | -3% | 6%
CC1(C)C(=O)Nc2ccccc2N1C(=O)COc1ncnc2ccccc12 | -7% | 3 | -11% | 15 | 0% | 0% | i | 3% | 10%
CC(C)(C)c1ccc(-c2conc2N)cc1 | -2% | 9 | -16% | 3 | 6% | -22% | i | 4% | 7%
C=CCn1c(SCC(N)=O)nnc1-c1ccccc1O | -11% | 9 | 14% | 10 | -9% | 5% | i | 6% | 10%
COC(=O)Nc1nc2ccc(Sc3ccccc3)cc2[nH]1 | 62%* | 4 | 58%* | 6 | -8% | 61%* | i | 12% | 10% | Spn PMK inh pilot replicates=1.5;Spn MK inh pilot replicates=1.0;DPM-DC inhibit pilot screen %=0.0
Cc1cc(NC(=O)CSc2nnc(Cc3cccn3C)n2CCc2ccccc2)no1 | 0% | 10 | -1% | 0 | -2% | 6% | i | 8% | 15%
CC1=CC(C#N)(C#N)C(C#N)(C#N)C(c2ccccc2)N1 (stereo unspecified) | 0% | 11 | -3% | 10 | 44% | -10% | i | 2% | 0%
O=C(CN1CCCC1)NCC1(c2ccccc2)CCOCC1 | 4% | 8 | -26% | 7 | -4% | -25% | i | 10% | 4%
O=P(/C(=N/O)Sc1ccccc1)(N1CCOCC1)N1CCOCC1 | -2% | 13 | · | 11 | -2% | · | i | 11% | ·
O=C(O)CCCn1c(=O)[nH]c2ccccc2c1=O | -3% | 3 | -9% | 10 | -3% | -5% | i | 3% | 3%
COc1ccc(CCNC(=O)c2cc3sc(Cl)cc3n2C)cc1OC | 29% | 12 | 18% | 6 | -3% | 9% | i | 20% | -4% | Spn PMK inh pilot replicates=0.0;Spn MK inh pilot replicates=0.0;DPM-DC inhibit pilot screen %=0.0
COC(=O)Cn1nnc(-c2cccc(OC)c2)n1 | 0% | 8 | -13% | 8 | 2% | -20% | i | 9% | 12%
Cc1ccc(-n2ncc3c(=O)n(CC(=O)NCc4ccco4)cnc32)cc1 | 0% | 7 | 0% | 10 | -11% | 2% | i | 2% | 2% | Spn PMK inh pilot replicates=3.5;Spn MK inh pilot replicates=0.0;DPM-DC inhibit pilot screen %=5.0
CCOC(=O)c1sc(=NC(=O)c2cccc(OC)c2)n(C)c1C | -1% | 8 | 0% | 14 | -5% | -15% | i | 4% | 1%
CCOC(=O)c1c(-n2cnnn2)sc(C)c1C | 30% | 4 | 9% | 10 | -6% | 3% | i | 9% | -4%
CCCCN(Cc1ccccc1)c1ncnc2nc[nH]c12 | 6% | 18 | 7% | 4 | -2% | -1% | i | -16% | 5%
COCC(=O)NCCNc1nc2ccc(C)cc2cc1C | 1% | 0 | 4% | 13 | -2% | 0% | · | -3% | 17%
CC(=O)N1CN(C2CCCC2)Cc2c1sc1c2CCCC1 | 3% | 9 | 20% | 17 | 6% | 16% | i | 13% | · | Spn PMK inh pilot replicates=1.5;Spn MK inh pilot replicates=0.0;DPM-DC inhibit pilot screen %=0.0
O=C(NCCO)c1ccc(Cl)c(Cl)c1 | 10% | 6 | -4% | 0 | -8% | 2% | i | 16% | 5%
CC1CCN(c2nc3ccc(C(=O)O)cc3s2)CC1 | · | 5 | -14% | 11 | 0% | -12% | i | -8% | -4%
Cc1onc(-c2ccccc2Cl)c1C(=O)NCc1ccc(S(N)(=O)=O)cc1 | 6% | 7 | -1% | 3 | -8% | -18% | i | 9% | 4%
Cc1cc(C)nc(-n2nc(C)cc2NC(=O)CN2CCCC(C)C2)n1 (stereo unspecified) | 2% | 8 | -5% | 15 | -2% | -3% | i | 1% | -33%
O=C(COC(=O)c1ccccc1NC(=O)c1ccco1)Nc1ccc2c(c1)OCO2 | -1% | 1 | -7% | 9 | -4% | -14% | i | 10% | -12%
CC1Oc2ccccc2N(Cc2cccnc2)C1=O (stereo unspecified) | -1% | 3 | -9% | 4 | 6% | -5% | i | 7% | 13%
COc1ccc(-c2nc(-c3cccc(C)c3)no2)cc1OC | -6% | 6 | -7% | 11 | 0% | 0% | i | 4% | ·
c1ccc(-n2ncc3c(NCc4ccc5c(c4)OCO5)ncnc32)cc1 | -5% | 7 | 4% | 15 | -12% | 2% | i | 6% | 10%
CCC(=O)c1ccc(N2CCCCCC2)c(F)c1 | -9% | 0 | 6% | 0 | 2% | 5% | i | 6% | 9%
Cc1nn(C)c(C)c1S(=O)(=O)N(CC(=O)Nc1ccccn1)c1ccc(C(C)C)cc1 | 4% | 2 | -18% | 0 | -1% | -25% | i | 3% | ·
O=C(NCc1cccnc1)c1cnn2ccccc12 | -1% | 5 | 5% | 4 | 2% | 4% | i | 13% | -3%
O=C(Nc1c2c(nn1-c1ccc(F)cc1)CSC2)c1ccc(S(=O)(=O)N2CCOCC2)cc1 | -1% | 0 | 0% | 18 | -4% | -9% | i | 12% | -14%
CCc1nc2n[nH]c(N)c2c2c1CCCC2 | -3% | 0 | -8% | 8 | -5% | 10% | i | -2% | -1%
COc1ccc(C2CC(c3ccc(Cl)cc3)Nc3nc(NC(=O)c4ccco4)nn32)cc1 (stereo unspecified) | -4% | 11 | 4% | 16 | -3% | 7% | i | 8% | 9% | Spn PMK inh pilot replicates=5.5;Spn MK inh pilot replicates=0.5;DPM-DC inhibit pilot screen %=0.0
CC1(C)Cc2c(C#N)c(N3CCOCC3)nc(-c3ccccc3)c2CO1 | -1% | 5 | -10% | 7 | -9% | -6% | · | 3% | 3%
O=C(CN1CCN(c2ccccn2)CC1)N(c1ccccc1)c1ccc2ccccc2c1 | -4% | 8 | -20% | 0 | 2% | -42% | i | -4% | ·
CC(C)C1(C)C(=O)N=C2c3ccccc3C(=O)N21 (stereo unspecified) | -5% | 4 | 6% | 6 | -4% | -14% | i | 8% | 3%
COc1ccccc1OCc1nc(C#N)c(N2CC(C)CC(C)C2)o1 (stereo unspecified) | 1% | 9 | -5% | 3 | 11% | -12% | i | 1% | 11%
O=C(NCCN1C(=O)CSC1=O)C1CC(=O)N(c2ccccc2)C1 (stereo unspecified) | · | 6 | 5% | 0 | 2% | 3% | i | 1% | -23%
O=C1c2oc3ccccc3c(=O)c2C(c2ccc(Br)cc2)N1c1ncccn1 (stereo unspecified) | 5% | 7 | 5% | 4 | 0% | 12% | i | 9% | ·
COc1ccc(CCNC(=O)c2[nH]c(C)c(C(C)=O)c2C)cc1OC | 4% | 4 | -3% | 8 | -9% | -6% | i | 14% | -2%
CC(CCN(C)C)OC(=O)c1ccc(C(C)c2ccccc2)o1 (stereo unspecified) | -10% | 13 | 4% | 14 | -9% | -22% | i | 2% | 5%
CCC(C)NC(=O)CSC1=Nc2ccccc2C2=NC(CC(=O)NCc3ccc(F)cc3)C(=O)N12 (stereo unspecified) | 6% | 17 | 0% | 8 | -5% | 6% | i | 12% | 4%

The list goes on.
SMILES | HT1080 viability | Spn MK inh | KRASV12 cytotoxicity | Spn PMK inh | Bfl-1 displacement | HPDE-C7 viability | DPM-DC inhibit | Alkaline phosphatase | LYP phosphatase | others
CCCNC(=O)N(C)c1nncnc1C(=O)NC | 23% | 5 | -19% | 4 | 0% | -10% | i | -1% | 8%
COC(=O)C1=C(C)NC(=O)C1(NC(=O)CN1CCCC1=O)C(F)(F)F (stereo unspecified) | -5% | 6 | 13% | 9 | -9% | 3% | i | 14% | · | Spn PMK inh pilot replicates=0.0;Spn MK inh pilot replicates=0.5;DPM-DC inhibit pilot screen %=0.5
CCOc1ccc(N2CC(C(=O)NC(C)C)CC2=O)cc1 (stereo unspecified) | -14% | 3 | -8% | 15 | -1% | -1% | i | 9% | -1%
CCOC(=O)c1cccc(NC(=O)CN(c2ccc(OC)cc2)S(=O)(=O)c2c(C)noc2C)c1 | 0% | 1 | -11% | 4 | -2% | -21% | i | -4% | 2%
CSc1nnc(N(CCC#N)CCC#N)s1 | 0% | 2 | -27% | 8 | -3% | -8% | i | 6% | 2%
CCOC(=O)C1CCCN(C(=O)CNC(=O)Cn2ccc3ccccc3c2=O)C1 (stereo unspecified) | 27% | 12 | -4% | 0 | 6% | -8% | i | 11% | -7%
CCC(C)(C(=O)NC1CCCC1)N(CC1CCCO1)C(=O)CNC(=O)c1ccccc1 (stereo unspecified) | 21% | 6 | -3% | 1 | 2% | -12% | i | 10% | ·
Clc1ccc(Cn2cccc2C2=NCCO2)cc1 | -10% | 0 | -10% | 18 | -5% | -13% | i | 24% | 11%
CCOc1cccc(N2C(=O)CC(n3cnc4ccccc43)C2=O)c1 (stereo unspecified) | 6% | 5 | -2% | 6 | 2% | 0% | i | 19% | 12%
O=C(CN1C(=O)c2cccc3cccc1c23)Nc1cccnc1 | 8% | 12 | · | 6 | · | · | i | · | 12%
